IMP-1 inh = blocks Pseudomonas aeruginosa IMP-1 metallo-beta-lactamase. purified IMP-1, nitrocefin hydrolysis, epi-absorbance fluorescence. inhibition, % at 5.6 µM. hit rate 0.45% among 290,000;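 active = inhibition above the mean plus 3 SD of all compounds in the same screening run, cut at about 4.5% in these data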;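 also: 0% = IMP-1 with DMSO and 100% = DMSO wells lacking enzyme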
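assay system = purified recombinant IMP-1 metallo-beta-lactamase enzyme | schedule = 15 min preincubation plus 25 min reaction at 25 °C | signal = Epi-absorbance fluorescence, 480 nm excitation, 530 nm emission | read-out basis = percent inhibition from optical density relative to buffer-blank wells | controls = IMP-1 with DMSO as 0%, enzyme-free DMSO as 100%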
pCIP destab = p/CIP protein destabilization | Q05BA5 | F442A p/CIP-EGFP cells, EGFP fluorescence, 16 h | decrease of EGFP signal, % at 10 µM | hit rate 0.01% among 290,000 | AID 1984;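 active = EGFP signal decrease of at least 30% at 10 µM or well 3 SD below plate mean, unless failing retest; inactive = the rest, including hits failing retest or dose response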; also: some compounds called inactive have numbers as strong as hits; many of its hits are not listed in these tables
Target sequence (Q05BA5 1-1403): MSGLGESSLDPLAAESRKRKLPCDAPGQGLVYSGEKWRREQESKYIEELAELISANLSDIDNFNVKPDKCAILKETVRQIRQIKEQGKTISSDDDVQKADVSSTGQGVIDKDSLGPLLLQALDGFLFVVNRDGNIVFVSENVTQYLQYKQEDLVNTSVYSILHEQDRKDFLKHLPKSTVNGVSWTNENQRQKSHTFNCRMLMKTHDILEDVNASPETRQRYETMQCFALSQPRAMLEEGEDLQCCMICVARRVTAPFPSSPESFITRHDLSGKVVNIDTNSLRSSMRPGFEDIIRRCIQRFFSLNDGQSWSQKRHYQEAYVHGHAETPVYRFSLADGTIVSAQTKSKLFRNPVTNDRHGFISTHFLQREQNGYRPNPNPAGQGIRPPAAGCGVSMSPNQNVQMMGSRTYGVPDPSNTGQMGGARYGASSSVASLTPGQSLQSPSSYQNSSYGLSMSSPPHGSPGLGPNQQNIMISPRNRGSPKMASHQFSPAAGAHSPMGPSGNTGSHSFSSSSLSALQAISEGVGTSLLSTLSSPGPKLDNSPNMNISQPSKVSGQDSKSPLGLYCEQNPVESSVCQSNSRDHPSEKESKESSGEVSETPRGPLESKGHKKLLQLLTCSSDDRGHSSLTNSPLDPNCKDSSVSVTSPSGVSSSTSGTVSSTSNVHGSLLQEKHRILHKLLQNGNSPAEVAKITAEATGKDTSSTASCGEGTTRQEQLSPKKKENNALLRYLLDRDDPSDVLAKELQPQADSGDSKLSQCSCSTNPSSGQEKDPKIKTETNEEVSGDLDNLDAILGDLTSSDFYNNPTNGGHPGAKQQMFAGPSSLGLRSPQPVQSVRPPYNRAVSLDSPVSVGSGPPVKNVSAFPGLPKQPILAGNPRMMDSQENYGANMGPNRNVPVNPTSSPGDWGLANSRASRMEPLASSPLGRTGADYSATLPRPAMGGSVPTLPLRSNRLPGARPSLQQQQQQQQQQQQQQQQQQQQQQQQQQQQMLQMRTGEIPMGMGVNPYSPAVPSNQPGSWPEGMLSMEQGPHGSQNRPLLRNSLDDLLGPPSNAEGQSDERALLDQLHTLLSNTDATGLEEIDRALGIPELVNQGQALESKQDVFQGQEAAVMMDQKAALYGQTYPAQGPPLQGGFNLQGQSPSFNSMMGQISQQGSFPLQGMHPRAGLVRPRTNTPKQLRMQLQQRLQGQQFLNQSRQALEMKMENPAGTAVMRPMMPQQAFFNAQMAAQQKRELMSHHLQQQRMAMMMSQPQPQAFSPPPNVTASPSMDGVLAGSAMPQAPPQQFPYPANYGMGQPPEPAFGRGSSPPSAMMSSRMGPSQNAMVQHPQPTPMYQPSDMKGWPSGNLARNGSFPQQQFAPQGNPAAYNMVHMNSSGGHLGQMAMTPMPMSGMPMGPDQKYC
GPR7 antagonist = antagonists of human GPR7 (neuropeptides B/W receptor 1). hit rate 1.1% among 290,000. GPR7-expressing cells, fluorescence antagonist assay. inhibition, % at 4.4 µM; in the data active = inhibition above about 16%, passing the limit was not always enough;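 also: cells stimulated with the agonist NPW; 0% = agonist with vehicle and 100% = vehicle without agonist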
IDE inh = inhibits human insulin-degrading enzyme in HEK cells; FAbetaB cleavage, fluorescence polarization; inhibition, % at 5.59 µM; hit rate 0.41% among 320,000;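 active = percent inhibition above the average of all tested compounds plus 3 SD, set per screening campaign, cut at about 16% in these data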;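 also: IDE supplied by intact live HEK cells; FP after avidin binding of uncleaved biotin substrate so inhibition keeps polarization high; 0% = DMSO wells and 100% = 60 µM reference IDE inhibitor Ii1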
VIM-2 inh = inhibitors of Pseudomonas aeruginosa VIM-2 metallo-beta-lactamase | inhibition, % at 5.6 µM | AID 1527 | purified VIM-2, nitrocefin hydrolysis, epi-absorbance fluorescence | hit rate 0.89% among 290,000;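 active = inhibition above the mean of all tested compounds plus 3 SD, cutoff set per screening run, cut at about 7.5% in these data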;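 also: red hydrolysis product quenches plate fluorescence so inhibitors raise well fluorescence; 0% = enzyme with DMSO and 100% = DMSO without enzyme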
PHOSPHO1 inh = blocks human PHOSPHO1 phosphatase activity; Q8TCT1; hit rate 1.1% among 290,000; inhibition, % at 13.3 µM; recombinant PHOSPHO1, absorbance phosphatase assay; in the data active = inhibition above about 60%
IDE cell activ = IDE (human) activation, cell-based. hit rate 0.073% among 340,000. activation, % at 5.96 µM. P14735. AID 493087. HEK cells, FAbeta-B cleavage, fluorescence polarization; 0% vehicle, 100% cell-free pure enzyme wells;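 active = activation above the mean of all tested compounds plus 3 SD, set per screening campaign, cut at about 17% in these data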
NALP1 inh = NALP1 inhibition; S. cerevisiae NALP1/ASC/caspase-1 growth, X-gal OD620, 72 h; inhibition, % at 10 µM; hit rate 0.61% among 280,000; AID 2071; in the data active = inhibition mostly above about 24%, no sharp cut-off; inactive = mostly below about 32%; also: some compounds called inactive have numbers as strong as hits
M18AAP inhibitor = PfM18AAP enzyme inhibition. recombinant PfM18AAP, H-Glu-NHMec fluorogenic cleavage. inhibition, % at 7.35 µM. hit rate 1.2% among 290,000;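 active = inhibition above the campaign mean inhibition over all tested compounds plus 3 SD, cut at about 28% in these data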;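 also: 0% = plate median of test compound wells and 100% = 2 mM ZnCl2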
An asterisk follows results filed as active; . = not tested or not shown.

No.	M18AAP inhibitor	pCIP destab	IDE inh	IMP-1 inh	PHOSPHO1 inh	VIM-2 inh	IDE cell activ	GPR7 antagonist	NALP1 inh	molecule
1	1	2	1	-2.4	15	-1.2	.	3	14	Cc1cc(C)n(CCC(=O)N/N=C/c2ccc(Cl)c([N+](=O)[O-])c2)n1
2	3	0	-3	-3.2	48	-3.1	-1	-15	9	CCCN(CC(=O)Nc1ccccc1OC)C(=O)c1cc(S(=O)(=O)NCc2ccccc2)ccc1C
3	-11	-5	-5	-2.1	-23	-2.2	3	3	-36	O=S(=O)(c1ccc(OCC(O)CNCc2ccco2)c(Cl)c1)N1CCOCC1 (configuration not stated)
4	-10	8	4	-3.7	-8	-1.7	-2	19	0	O=C1C=C(Nc2ccc(Cl)cc2)CC(c2ccc(Cl)cc2)C1 (configuration not stated)
5	1	-2	2	-3.2	-16	0.0	-1	15	5	Cc1nnc(SCc2nc3ccccc3s2)n1-c1ccccc1
6	4	13	3	-0.9	40	-0.8	7	-2	4	COc1ccc(NC(=O)CSc2nc(O)cc(=O)n2-c2ccc(OC)cc2)cc1
7	3	-4	3	0.7	-6	-1.1	3	7	42	CCn1c(/N=C/c2ccccc2NS(=O)(=O)c2ccc(C)cc2)nc2ccccc21
8	11	-3	7	-2.2	21	-0.1	0	-18	-3	CCn1c(C)c(C)c2cc(C(=O)NCCCN3CCCCCC3)ccc21
9	-16	-27	.	-1.1	22	-2.1	-4	-10	4	Cc1cc(C)cc(CC(CC(=O)Nc2ccc(Cl)cc2)C(=O)O)c1 (configuration not stated)
10	6	-13	-4	-2.7	-10	0.7	11	-12	-12	COc1ccc(-c2cn3cccnc3n2)cc1NC(=O)c1ccc(Br)o1
11	-14	-6	8	-3.8	100*	-0.7	4	-12	-4	CCn1c(N)c(C(=O)NCC2CCCO2)sc1=S (configuration not stated)
12	-2	-6	4	-3.0	-45	-3.9	1	-7	-18	Cc1ccc(-c2c[n+](CC(=O)Nc3cc(=O)n(C)c(=O)n3C)c3n2CCC3)cc1
13	-21	-5	-2	-0.6	26	1.7	2	1	28	COc1ccc(CCNC(=O)CCc2ccsc2)cc1OC
14	0	-11	3	-3.6	4	-3.8	2	-2	-7	CCC/C=N/NC(=O)C1COc2ccccc2O1 (configuration not stated)
15	-11	-11	2	-3.8	79*	-3.2	7	7	-12	CCOc1ccc(-c2nnc(SCC(=O)Nc3ccc4c(c3)c3ccccc3n4CC)n2N)cc1
16	-8	0	3	-1.8	34	-0.4	-1	-5	-16	O=C(NNC(=O)c1sccc1-n1cccc1)c1cccs1
17	-10	-4	1	-6.4	-4	-1.7	1	-4	-34	CC1=NC(C(F)(F)F)(C(F)(F)F)C2=C(CC(C)(C)CC2=O)N1Cc1ccco1
18	35*	-11	2	-2.6	46	-0.7	2	1	-1	COc1cccc(C2C(C(=O)c3cccs3)=C(O)C(=O)N2c2cc(C)on2)c1 (configuration not stated)
19	5	3	6	-3.0	-5	-6.5	5	-10	0	COc1ccc(C2CC(=O)OC3=C2C(=O)CC(C)(C)C3)c(OC)c1 (configuration not stated)
20	-3	-1	.	-3.8	-8	-4.7	4	-10	10	CCOc1ccc(CC(=O)N/N=C/c2sccc2C)cc1
21	-8	-4	1	-3.8	25	-0.5	3	-11	15	Cc1nn(-c2ccccc2)c(N2CCCCC2)c1/C=N/NC(=O)c1ccncc1
22	-14	-12	11	-1.9	51	-1.4	6	-17	.	O=C(N/N=C/c1cccc([N+](=O)[O-])c1)c1c[nH]c2ccccc12
23	16	6	2	-6.6	-18	1.8	0	-14	-1	c1ccc(-n2cnc3cc(NCc4ccccn4)ccc32)cc1
24	.	-15	3	.	3	.	6	.	-12	Cn1c(CCN2CCCCC2)nc2cc(NS(=O)(=O)c3ccc(Cl)cc3)ccc21
25	-1	-8	-5	-4.4	48	-5.0	4	-6	-2	CCOc1ccc(CN(C)CC(=O)NCc2ccccc2Cl)cc1

6 entries from above, sorted by molecular weight, low to high:
No.	M18AAP inhibitor	pCIP destab	IDE inh	IMP-1 inh	PHOSPHO1 inh	VIM-2 inh	IDE cell activ	GPR7 antagonist	NALP1 inh	molecule
8	11	-3	7	-2.2	21	-0.1	0	-18	-3	CCn1c(C)c(C)c2cc(C(=O)NCCCN3CCCCCC3)ccc21
6	4	13	3	-0.9	40	-0.8	7	-2	4	COc1ccc(NC(=O)CSc2nc(O)cc(=O)n2-c2ccc(OC)cc2)cc1
7	3	-4	3	0.7	-6	-1.1	3	7	42	CCn1c(/N=C/c2ccccc2NS(=O)(=O)c2ccc(C)cc2)nc2ccccc21
3	-11	-5	-5	-2.1	-23	-2.2	3	3	-36	O=S(=O)(c1ccc(OCC(O)CNCc2ccco2)c(Cl)c1)N1CCOCC1 (configuration not stated)
24	.	-15	3	.	3	.	6	.	-12	Cn1c(CCN2CCCCC2)nc2cc(NS(=O)(=O)c3ccc(Cl)cc3)ccc21
15	-11	-11	2	-3.8	79*	-3.2	7	7	-12	CCOc1ccc(-c2nnc(SCC(=O)Nc3ccc4c(c3)c3ccccc3n4CC)n2N)cc1

Carrying on:
No.	M18AAP inhibitor	pCIP destab	IDE inh	IMP-1 inh	PHOSPHO1 inh	VIM-2 inh	IDE cell activ	GPR7 antagonist	NALP1 inh	molecule
26	1	-3	1	-3.6	.	-3.1	0	11	0	CC(=O)Nc1ccc(-c2nc3cc(Cl)ccc3o2)cc1
27	1	-4	-1	-1.7	28	7.8*	8	-5	9	CCc1cc(C(=O)c2ccc(OC)cc2)c(NC(=O)CN2CCN(C)CC2)s1
28	2	-5	-1	1.4	2	-1.2	0	-4	-2	Cc1ccccc1NC(=O)C1CCCN(S(=O)(=O)c2c(C)noc2C)C1 (configuration not stated)
29	.	7	-2	.	4	.	0	.	1	COCCNc1nc(-c2cc(-c3ccc(Cl)cc3)on2)cc(C(C)C)n1
30	-15	-20	4	-0.7	41	1.1	4	1	2	CC(=O)c1cccc(CN2CCC(CO)(Cc3ccccc3)CC2)c1
31	-2	-1	-4	-1.8	6	-2.4	-1	-2	.	COc1ccc(-c2nnc(SCC(=O)N3CCCCC3)o2)cc1OC
32	0	16	-1	-3.5	12	-1.1	4	-10	10	NC(=O)COC(=O)c1ccccc1OCc1ccc(Cl)cc1
33	12	-12	8	-0.8	30	-4.1	-1	-11	36*	COC(=O)CSc1nnc(CNS(=O)(=O)c2ccc(C)cc2)n1C
34	-14	2	2	-1.4	28	1.3	-2	5	15	C/C(=N\S(=O)(=O)c1ccc(C)cc1)NC(=S)Nc1ccc(C)cc1
35	1	3	-1	-2.3	0	-2.4	-1	2	-19	CC(C)Sc1ncc(S(=O)(=O)c2ccccc2)c(=O)[nH]1
36	1	-2	6	-3.7	18	-2.9	0	-4	.	CCOP1(=O)OCC2OC(n3cnc4c(N)ncnc43)C(O)C2O1 (configuration not stated)
37	-2	-13	0	-1.1	1	-2.3	8	-2	8	O=C(NN1C(=O)C2C(C1=O)C1C=CC2C12CC2)c1ccc(Cl)cc1 (configuration not stated)
38	0	6	6	-0.5	3	-1.0	-3	0	-7	CC(CCCC(C)(C)O)NC(=O)c1ccc2oc(CCc3ccccc3)nc2c1 (configuration not stated)
39	4	-2	-5	-2.4	14	-0.6	4	-5	9	N#C/C(=C\c1ccc(OCc2ccc(C(=O)O)cc2)cc1)C(=O)NCc1ccccc1
40	3	-3	1	-2.8	24	-3.8	-6	-7	5	Cc1ccc(C)c(S(=O)(=O)N2CCN(C(=O)c3cccnc3)CC2)c1
41	4	14	10	-7.0	7	-2.1	3	-1	11	CN(CC(=O)N1CCN(c2ccccc2)CC1)C1CCCc2ccccc21 (configuration not stated)
42	7	6	2	-4.1	28	-5.6	-2	0	-1	CC1CN(CCc2ccccc2)c2nc3c(c(=O)n(CC(N)=O)c(=O)n3C)n2C1 (configuration not stated)
43	-2	-5	2	-4.1	36	-2.7	7	-9	.	CCNC(=O)C1CC(=O)N(CCCc2ccccc2)C(=Nc2ccccc2)S1 (configuration not stated)
44	-1	-4	2	-2.0	-42	-0.9	-1	3	10	O=C(Oc1ccc2c(c1)OCO2)c1cccs1
45	0	-3	0	2.2	15	-0.4	5	-3	4	Cc1ccc(OCC(=O)NC2CCS(=O)(=O)C2)cc1 (configuration not stated)
46	-7	-11	-2	-2.3	1	-2.4	4	1	7	CCC(Cc1ccccc1)NC(=O)CCn1cccc1 (configuration not stated)
47	-5	2	-5	-1.5	28	-1.1	-2	-2	21	O=C(Cn1cnnn1)NCCc1ccc(Cl)cc1Cl
48	.	3	4	.	17	.	.	.	24	O=C1C2C3C=CC(C3)C2C(=O)N1CNc1ccc(O)cc1 (configuration not stated)
49	-2	-4	1	-3.1	31	-2.5	2	-5	16	c1ccc(CCNCC2COc3ccccc3O2)cc1 (configuration not stated)
50	-1	4	2	-1.7	49	-4.0	-3	-3	6	Cc1cc(S(=O)(=O)/N=C(\N)c2ccc(C(N)=O)cc2)cc(C)c1F

Compound profiles, as listed above. Values in the order: M18AAP inhibitor, pCIP destab, IDE inh, IMP-1 inh, PHOSPHO1 inh, VIM-2 inh, IDE cell activ, GPR7 antagonist, NALP1 inh
`O=C1C2C3C=CC(C3)C2C(=O)N1CNc1ccc(O)cc1` (configuration not stated) as listed: ., 3, 4, ., 17, ., ., ., 24
`CC1=NC(C(F)(F)F)(C(F)(F)F)C2=C(CC(C)(C)CC2=O)N1Cc1ccco1` as listed: -10, -4, 1, -6.4, -4, -1.7, 1, -4, -34

Shown with one line to a screen: two of the compounds above.
41) CN(CC(=O)N1CCN(c2ccccc2)CC1)C1CCCc2ccccc21 (configuration not stated)
42) CC1CN(CCc2ccccc2)c2nc3c(c(=O)n(CC(N)=O)c(=O)n3C)n2C1 (configuration not stated)

Screen / compound no. | 41 | 42
M18AAP inhibitor | 4 | 7
pCIP destab | 14 | 6
IDE inh | 10 | 2
IMP-1 inh | -7.0 | -4.1
PHOSPHO1 inh | 7 | 28
VIM-2 inh | -2.1 | -5.6
IDE cell activ | 3 | -2
GPR7 antagonist | -1 | 0
NALP1 inh | 11 | -1

Continued:
No.	M18AAP inhibitor	pCIP destab	IDE inh	IMP-1 inh	PHOSPHO1 inh	VIM-2 inh	IDE cell activ	GPR7 antagonist	NALP1 inh	molecule
51	-2	4	-6	-0.4	52	-2.1	-1	-5	15	COc1ccc(C2C(C(=O)NCc3ccccn3)CCC(=O)N2c2cc(OC)c(OC)c(OC)c2)cc1 (configuration not stated)
52	2	-5	-3	-3.3	-16	-2.4	2	8	1	CC(=O)n1c(Cl)c(NC(=O)CCl)c2ccccc21
53	-1	-22	2	-2.3	3	-5.2	4	-1	20	COc1ccccc1CNC(=O)Cc1ccc(Br)cc1
54	2	-10	0	-2.2	42	-1.7	7	-11	5	CC1CCCN(CC(O)COCc2ccc3c(c2)OCO3)C1 (configuration not stated)
55	3	-2	7	-2.8	-6	-3.9	10	1	28	O=C(CN1CCN(Cc2ccccc2F)C1=O)NCc1cccnc1
56	0	6	3	-1.9	27	0.9	6	-2	.	CCCCN(C)C(=O)c1cc2c(s1)-c1ccccc1S(=O)(=O)C2
57	5	-13	1	-1.8	-16	-1.7	1	-9	16	CCOC(=O)N1CCc2c(sc3c2c(=O)n(Cc2ccccc2)c(=O)n3Cc2ccc(C)cc2)C1
58	6	-1	6	-2.4	-18	-1.8	-5	-9	-16	CCOC(=O)CCc1c(C)nc2cc(-c3ccc(F)cc3)[nH]n2c1=O
59	13	5	10	3.6	3	3.0	-12	26	-1	O=C1CCCN1CCCNc1ncnc2c1[nH]c1ccc(Cl)cc12
60	-4	-1	3	-3.2	4	1.8	0	-7	3	O=C(O)c1[nH]c2ccccc2c1-c1ccccc1

High-throughput results (PubChem)
